# Screening data deposited in PubChem BioAssay by several laboratories.
# MazEF act – increases E. coli MazEF RNase cleavage of RNA; activation, % at 20 µM; 0.32% of 350,000 active; P0AE70; FAM/BHQ RNA-DNA oligo cleavage fluorescence, 5 h; AID 504720; in the data active = activation above about 50%
# Target sequence (P0AE70 whole entry, looked up): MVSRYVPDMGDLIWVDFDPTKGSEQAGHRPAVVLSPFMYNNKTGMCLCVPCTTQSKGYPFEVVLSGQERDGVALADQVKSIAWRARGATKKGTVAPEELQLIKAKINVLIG
# BioA inh – BioA (M. tuberculosis) enzyme inhibition | 0.096% of 360,000 active | inhibition, % at 9.99 µM | AID 602481 | purified M. tuberculosis BioA enzyme, plate reader; in the data active = inhibition above about 40%; inconclusive = no clear call, values can overlap the other calls
# FBA Mtb inh – inhibits M. tuberculosis FBA enzyme; purified M. tuberculosis FBA, fluorescence read-out; inhibition, % at 1 µM; 2.3% of 360,000 active; AID 588726; in the data active = inhibition above about 27%;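 note: 0% = vehicle and 100% = reference inhibitor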
# Target sequence (P9WQA3 whole entry, looked up): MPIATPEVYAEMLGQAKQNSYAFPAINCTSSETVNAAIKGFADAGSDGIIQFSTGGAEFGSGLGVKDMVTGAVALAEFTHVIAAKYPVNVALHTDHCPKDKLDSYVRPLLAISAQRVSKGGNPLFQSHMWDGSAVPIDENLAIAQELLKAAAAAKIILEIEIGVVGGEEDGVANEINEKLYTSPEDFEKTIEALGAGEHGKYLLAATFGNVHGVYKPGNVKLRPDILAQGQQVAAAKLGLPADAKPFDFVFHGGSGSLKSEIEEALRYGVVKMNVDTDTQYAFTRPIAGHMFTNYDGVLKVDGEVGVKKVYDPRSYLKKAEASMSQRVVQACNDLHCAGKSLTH
# BoNT-F LC inh – BoNT F light chain protease inhibition. Multiplex microsphere protease cleavage assay, flow cytometry. inhibition, % at 10 µM. 0.22% of 360,000 active; in the data active = inhibition above about 35%, passing the limit was not always enough; inconclusive = no clear call, values can overlap the other calls; note: plate controls were buffer without enzyme for full effect and enzyme alone for no effect
# UGM FP inh – blocks M. tuberculosis UGM enzyme | P9WIQ1 | purified UGM, fluorescence polarization probe displacement | inhibition, % at 10 µM | 0.06% of 320,000 active; in the data active = inhibition above about 10%, passing the limit was not always enough; inconclusive = no clear call, values can overlap the other calls
# Target sequence (P9WIQ1 whole entry, looked up): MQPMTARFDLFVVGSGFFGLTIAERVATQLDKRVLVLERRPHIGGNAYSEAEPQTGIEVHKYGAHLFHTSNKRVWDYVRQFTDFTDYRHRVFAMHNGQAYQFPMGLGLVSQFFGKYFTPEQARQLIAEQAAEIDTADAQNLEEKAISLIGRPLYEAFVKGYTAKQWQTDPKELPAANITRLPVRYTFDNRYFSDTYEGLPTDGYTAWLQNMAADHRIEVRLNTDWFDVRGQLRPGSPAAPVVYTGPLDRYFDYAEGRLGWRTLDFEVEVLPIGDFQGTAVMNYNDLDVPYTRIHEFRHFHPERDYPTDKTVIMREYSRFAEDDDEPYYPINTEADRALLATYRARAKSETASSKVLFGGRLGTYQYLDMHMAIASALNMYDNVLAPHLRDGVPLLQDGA
# Rv3671c inh – inhibits the M. tuberculosis serine protease Rv3671c; P9WHR9; inhibition, % at 5.96 µM; 0.048% of 320,000 active; in the data active = inhibition above about 38%;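 note: extracellular domain of Rv3671c used as enzyme; 0% = enzyme with DMSO and 100% = no enzyme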
# FadD28 FP inh – blocks FadD28 binding to the bisubstrate probe; fluorescence polarization; inhibition, % at 12.5 µM; 0.22% of 360,000 active; AID 588549; in the data active = inhibition above about 8.5%, passing the limit was not always enough; inconclusive = no clear call, values can overlap the other calls
# PrPC TRFRET – cell surface PrPC inhibition, primary TR-FRET screen; 0.43% of 370,000 active; TR-FRET read-out; AID 720596; inhibition, % at 13.8 µM; in the data active = inhibition above about 24%; note: 0% = median of the test wells and 100% = reference compound wells
# GDH-TPI counter – counter-screen for M. tuberculosis FBA inhibitors: GDH-TPI coupled enzymes; 1.2% of 360,000 active; AID 588335; inhibition, % at 4.8 µM; GDH-TPI coupled enzyme counterscreen, NADH absorbance; in the data active = inhibition above about 30%;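 note: 0% = DMSO wells and 100% = wells lacking the enzyme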
# * hit, by the source's call; ? = inconclusive; . = not tested or not shown.
SMILES,MazEF act,BioA inh,FBA Mtb inh,BoNT-F LC inh,UGM FP inh,Rv3671c inh,FadD28 FP inh,PrPC TRFRET,GDH-TPI counter
COc1ccc(C(=O)Nc2sc(C(=O)N(C)C)c(C)c2C#N)cc1[N+](=O)[O-],-4,.,1,19,-1.8,1,1.8,0,25
CCOC(=O)C1CCCN(C(=O)c2ccc(SC(F)(F)F)cc2)CC1 (stereo not given),.,0.7,4,4,.,.,-0.3,-7,-2
Cc1cc(C)cc(NC(=O)CSCc2cnn(-c3ccccc3)c2-n2cccc2)c1,-4,0.2,-2,-9,1.3,-18,-3.3,5,2
CN(C(=O)CC1C(=O)NCCN1Cc1cccc(C(F)(F)F)c1)C1CCOCC1 (stereo not given),6,-0.3,2,1,-0.3,-3,-0.3,-3,2
O=C(CSC(=S)N1CCOCC1)Nc1ncc2c(n1)CC(c1ccco1)CC2=O (stereo not given),2,.,-4,?,0.1,6,-4.0,-2,-7
O=C(COC(=O)CCSc1ccccc1)Nc1cc(F)ccc1F,2,.,-4,-3,-0.2,2,-2.5,9,-2
CCN(CC)c1ccc(NC(=O)c2ccc3c(c2)OCO3)c(C)c1,3,-0.7,-4,-24,-1.9,-4,-3.4,5,-10
CCC1C(=O)N(c2nc(C)cc(C)n2)N=C1C (stereo not given),-3,-1.0,-4,0,2.2,-4,-3.2,9,2
CNC(=O)c1cc(Nc2nnc(-c3ccc(C)c(S(N)(=O)=O)c3)c3ccccc23)ccc1OC,7,-0.3,1,-1,-0.4,-1,-2.1,-16,15
Cc1nnc(N2CCOCC2)c2nn(-c3cccc(Cl)c3)c(C)c12,-220,9.6,7,23,5.2,-9,-3.3,-2,18
O=C(NCCc1ccc([N+](=O)[O-])cc1)c1ccccc1,4,.,-1,-8,-4.3,0,0.4,0,11
O=C1CS/C(=N/N=C/c2ccncc2)N1,10,-1.0,-3,-2,0.5,0,-2.2,3,30
CC(C)Cn1cnc2c(SCc3ccccc3Cl)nc(N)nc21,7,-0.7,-1,-2,.,.,-1.1,-3,5
COc1ccccc1CN1CCN(C(=O)c2cccc3ccccc23)CC1,10,-0.3,1,.,-2.0,-1,-1.6,6,14
O=C(Nc1ccccc1)OC1CN=C(N[N+](=O)[O-])NC1 (stereo not given),-11,.,2,5,0.8,5,2.0,-4,7
CCCN(CCC)CCN1C(=O)C2C(C(=O)Nc3cccc(SC)c3)C3C=CC2(O3)C1C(=O)NC1CCCCC1 (stereo not given),11,1.1,0,25,-1.7,-4,-4.7,-7,-4
O=C(O)c1c[nH]c2ccc(S(=O)(=O)N3CCOCC3)cc12,4,1.3,3,?,-0.9,1,-5.2,6,-10
CCOC(=O)COc1ccc2c(C#N)c3ccccn3c2c1,13,.,14,-5,.,.,2.2,1,4
CCOc1ccccc1-c1nc(-c2ccc(NC(=O)c3ccc(Br)o3)cc2)no1,-10,.,.,.,2.2,-101,.,-1,.
COc1cc(C=O)ccc1OCCCOc1ccccc1C(=O)O,-6,0.5,7,18,-1.1,4,-0.9,1,8
NC(=O)c1ccc(-c2ccccc2F)cc1,6,.,-5,?,0.4,-7,-3.4,10,-22
CCOc1ccc(NC(C(=O)Nc2cccc(C(C)=O)c2)c2ccccc2)cc1 (stereo not given),-3,.,-2,-42,.,1,0.1,2,-5
Cc1noc(C)c1C(=O)NCCc1ccccc1,4,7.8,-2,-1,2.0,16,0.1,3,-4
CNC(=O)C(=O)NCC(c1cccs1)S(=O)(=O)c1ccc(F)cc1 (stereo not given),13,0.0,-1,3,2.0,-9,-0.2,-8,12

# Single records, as listed above. Screens in order: MazEF act	BioA inh	FBA Mtb inh	BoNT-F LC inh	UGM FP inh	Rv3671c inh	FadD28 FP inh	PrPC TRFRET	GDH-TPI counter
# `Cc1nnc(N2CCOCC2)c2nn(-c3cccc(Cl)c3)c(C)c12` reads -220	9.6	7	23	5.2	-9	-3.3	-2	18
# `COc1ccccc1CN1CCN(C(=O)c2cccc3ccccc23)CC1` reads 10	-0.3	1	.	-2.0	-1	-1.6	6	14

# Further compounds follow.
SMILES,MazEF act,BioA inh,FBA Mtb inh,BoNT-F LC inh,UGM FP inh,Rv3671c inh,FadD28 FP inh,PrPC TRFRET,GDH-TPI counter
c1ccc(C(c2ccccc2)N2CCN(Cc3nc(-c4cnccn4)no3)CC2)cc1,-3,1.8,1,0,0.9,4,-3.1,10,5
CCOc1ccc(NC(=O)CSc2nnc(C)n2CC)cc1,5,-1.1,-1,?,-2.0,-6,-0.2,8,3
Cn1c(CSc2nc3ccccc3s2)n[nH]c1=S,8,.,-1,-14,2.5,0,-4.1,-1,5
Cc1cccc(C)c1NC(=O)CN(C)C(=O)C1CCN(c2ncnc3sc(C)c(C)c23)CC1,-2,0.8,-1,-12,-0.1,0,-4.1,3,-1
O=C(NCc1ccccc1)C(Cc1ccccc1)NS(=O)(=O)c1cccc2nsnc12 (stereo not given),2,.,-1,-7,-0.6,2,-6.0,-25,12
COc1ccc(CNc2nc3nc(-c4ccccc4)cc(=O)n3[nH]2)cc1OC,1,0.0,11,5,-1.8,1,-2.9,2,6
Cc1ccc(CNC(=O)CNC(=S)N(Cc2ccccc2)Cc2cccnc2)cc1,7,0.2,2,-2,0.2,5,-5.4,-3,-10
C=CCn1cccc(C(=O)Nc2ccc(OC)c(OC)c2)c1=O,6,.,-4,-4,1.2,2,-2.0,-5,15
COc1cc(NS(=O)(=O)c2ccc(NC(=S)NC(=O)c3ccccc3)cc2)nc(OC)n1,6,-0.6,-1,21,-0.7,-1,0.0,3,2
COc1ccc(NC(=O)CCC(=O)Nc2cc(OC)c(NC(=O)c3ccco3)cc2OC)c(OC)c1,8,-0.2,0,-1,-3.0,2,.,7,7
CC(C)Cn1cnc2c1c(=O)n(CC(=O)Nc1ccc3c(c1)OCO3)c(=O)n2Cc1ccccc1,6,0.5,0,2,0.8,-7,-3.0,-3,-6
CCOC(=O)c1c(N)c(C#N)cn1-c1ccccc1,-5,0.2,3,-7,3.8,8,-0.8,-3,21

# Nothing new here: 16 of the compounds above.
SMILES,MazEF act,BioA inh,FBA Mtb inh,BoNT-F LC inh,UGM FP inh,Rv3671c inh,FadD28 FP inh,PrPC TRFRET,GDH-TPI counter
CCOC(=O)COc1ccc2c(C#N)c3ccccn3c2c1,13,.,14,-5,.,.,2.2,1,4
CCOc1ccccc1-c1nc(-c2ccc(NC(=O)c3ccc(Br)o3)cc2)no1,-10,.,.,.,2.2,-101,.,-1,.
COc1cc(C=O)ccc1OCCCOc1ccccc1C(=O)O,-6,0.5,7,18,-1.1,4,-0.9,1,8
NC(=O)c1ccc(-c2ccccc2F)cc1,6,.,-5,?,0.4,-7,-3.4,10,-22
CCOc1ccc(NC(C(=O)Nc2cccc(C(C)=O)c2)c2ccccc2)cc1 (stereo not given),-3,.,-2,-42,.,1,0.1,2,-5
Cc1noc(C)c1C(=O)NCCc1ccccc1,4,7.8,-2,-1,2.0,16,0.1,3,-4
CNC(=O)C(=O)NCC(c1cccs1)S(=O)(=O)c1ccc(F)cc1 (stereo not given),13,0.0,-1,3,2.0,-9,-0.2,-8,12
c1ccc(C(c2ccccc2)N2CCN(Cc3nc(-c4cnccn4)no3)CC2)cc1,-3,1.8,1,0,0.9,4,-3.1,10,5
CCOc1ccc(NC(=O)CSc2nnc(C)n2CC)cc1,5,-1.1,-1,?,-2.0,-6,-0.2,8,3
Cn1c(CSc2nc3ccccc3s2)n[nH]c1=S,8,.,-1,-14,2.5,0,-4.1,-1,5
Cc1cccc(C)c1NC(=O)CN(C)C(=O)C1CCN(c2ncnc3sc(C)c(C)c23)CC1,-2,0.8,-1,-12,-0.1,0,-4.1,3,-1
O=C(NCc1ccccc1)C(Cc1ccccc1)NS(=O)(=O)c1cccc2nsnc12 (stereo not given),2,.,-1,-7,-0.6,2,-6.0,-25,12
COc1ccc(CNc2nc3nc(-c4ccccc4)cc(=O)n3[nH]2)cc1OC,1,0.0,11,5,-1.8,1,-2.9,2,6
Cc1ccc(CNC(=O)CNC(=S)N(Cc2ccccc2)Cc2cccnc2)cc1,7,0.2,2,-2,0.2,5,-5.4,-3,-10
C=CCn1cccc(C(=O)Nc2ccc(OC)c(OC)c2)c1=O,6,.,-4,-4,1.2,2,-2.0,-5,15
COc1cc(NS(=O)(=O)c2ccc(NC(=S)NC(=O)c3ccccc3)cc2)nc(OC)n1,6,-0.6,-1,21,-0.7,-1,0.0,3,2

# Following part.
SMILES,MazEF act,BioA inh,FBA Mtb inh,BoNT-F LC inh,UGM FP inh,Rv3671c inh,FadD28 FP inh,PrPC TRFRET,GDH-TPI counter
Cc1ccc(N/C=C2\C(=O)C3(C)CCC2C3(C)C)cc1C (stereo not given),-1,.,5,-2,0.7,-9,-2.6,0,7
CCOC(=O)C1(CCOc2ccccc2)CCN(Cc2ccc(-n3cccn3)cc2)CC1,-8,0.7,0,-3,2.4,5,-3.4,-11,5
CCC(Oc1ccccc1)C(=O)Nc1nnc(C(F)(F)F)s1 (stereo not given),4,0.2,6,24,0.8,-6,2.2,9,9
Cc1c(-c2ccccc2)oc2c(C(=O)OCC(=O)Nc3ccc(C(N)=O)cc3)cccc2c1=O,-5,.,1,2,1.6,-32,-0.9,-5,13
CCOc1ccc(N/C(N)=N/c2nc(C)cc(C)n2)cc1,9,-2.1,5,-2,0.6,5,-1.1,13,5
COc1ccc(NC(=O)Nc2ccc(C(C)C)cc2)cc1,4,-2.3,1,14,-1.7,-1,-4.2,7,-12
CC(C)(C)c1cc(C(=O)NCCN2CCCC2)cc(C(C)(C)C)c1,8,.,-2,-5,0.8,-6,-1.8,-1,-1
COCCN(C(=S)Nc1ccc(OC)cc1)C(C)c1cccs1 (stereo not given),5,-0.3,-2,-11,0.9,4,-0.9,4,-1
O=C1CC(c2ccccc2)CC(O)=C1C=NCCN1CCNCC1 (stereo not given),3,-0.4,1,7,0.4,2,0.7,-1,8
CCOC(=O)[C@H]1[C@H]2COc3ccc(Cl)cc3[C@@H]2N2C(=O)CN(C)C(=O)[C@@]12C,4,-1.7,-2,5,-1.7,-3,0.2,0,10
CNS(=O)(=O)c1cccc(C(=O)OCc2cc(=O)n3cc(Br)ccc3n2)c1,6,.,4,-1,-2.9,-7,-1.2,1,9
Cc1cc(C)cc(Oc2ccc(N)cc2)c1,4,.,-3,7,2.4,2,-0.5,11,10
O=C(CCC(=O)OCc1cccc([N+](=O)[O-])c1)Nc1ccccc1Cl,-1,.,0,-1,-0.8,-2,-1.5,2,-2
Cc1ccc(NC(=O)C(C)N2C(=O)c3ccccc3C2=O)cc1 (stereo not given),6,1.0,0,-1,-0.1,-3,-4.1,8,-7
COc1cc2c(cc1OC)C(=O)C(c1ccc3c(c1)OCO3)CC2 (stereo not given),1,-1.4,3,-2,.,.,-0.9,5,5
COc1ccc(CNC(=O)c2c(O)c3ccccc3n(C)c2=O)cc1,9,2.0,0,?,-0.2,-2,1.0,5,-3
CC(NC(=O)c1c(F)cccc1Cl)c1ccc(-n2ccnc2)cc1 (stereo not given),-2,2.2,-2,-2,0.5,7,-3.9,2,0
c1ccc(COc2ncnc3c2ncn3CCCN2CCN(Cc3cccc4ccccc34)CC2)cc1,8,-1.1,1,1,.,.,-3.3,-16,4
CCn1c(=O)cc(SCC(=O)NCCCN2CCC(C)CC2)c2ccccc21,14,.,-4,-1,0.1,-7,-2.8,-4,9
O=C(OCc1cc(=O)n2c(n1)sc1ccccc12)c1ccc(O)cc1,11,.,2,1,3.9,-33,-2.8,5,6
Cc1ccc(NCC(=O)N/N=C/c2c[nH]c3ccccc23)cc1,-12,.,-1,-6,-0.9,6,3.4,-4,9
O=C(c1cc2c(s1)CCCC2)N1CCN(CCO)CC1,10,-0.5,-1,-6,4.5,6,-3.6,6,-8
Cc1nonc1-c1nc(-c2nonc2N)n[nH]1,4,-3.3,0,-7,2.8,-9,-0.9,5,-6
COc1ccc2nc(C)cc(SCC(=O)NNC(=O)COc3cccc4ccccc34)c2c1,3,.,-2,3,0.4,-11,-1.8,-4,-2
